# Screening data deposited in PubChem BioAssay by The Scripps Research Institute Molecular Screening Center.
# IDE act – boosts human insulin-degrading enzyme activity in HEK cells. P14735. FAbeta-B cleavage, fluorescence polarization; 0% vehicle, 100% cell-free pure enzyme wells. activation, % at 5.96 µM. 0.073% of 340,000 active. AID 493087;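 active means activation above the mean of all tested compounds plus 3 SD, set per screening campaign, cut at about 17% in these data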
# Target sequence (P14735 whole entry, looked up): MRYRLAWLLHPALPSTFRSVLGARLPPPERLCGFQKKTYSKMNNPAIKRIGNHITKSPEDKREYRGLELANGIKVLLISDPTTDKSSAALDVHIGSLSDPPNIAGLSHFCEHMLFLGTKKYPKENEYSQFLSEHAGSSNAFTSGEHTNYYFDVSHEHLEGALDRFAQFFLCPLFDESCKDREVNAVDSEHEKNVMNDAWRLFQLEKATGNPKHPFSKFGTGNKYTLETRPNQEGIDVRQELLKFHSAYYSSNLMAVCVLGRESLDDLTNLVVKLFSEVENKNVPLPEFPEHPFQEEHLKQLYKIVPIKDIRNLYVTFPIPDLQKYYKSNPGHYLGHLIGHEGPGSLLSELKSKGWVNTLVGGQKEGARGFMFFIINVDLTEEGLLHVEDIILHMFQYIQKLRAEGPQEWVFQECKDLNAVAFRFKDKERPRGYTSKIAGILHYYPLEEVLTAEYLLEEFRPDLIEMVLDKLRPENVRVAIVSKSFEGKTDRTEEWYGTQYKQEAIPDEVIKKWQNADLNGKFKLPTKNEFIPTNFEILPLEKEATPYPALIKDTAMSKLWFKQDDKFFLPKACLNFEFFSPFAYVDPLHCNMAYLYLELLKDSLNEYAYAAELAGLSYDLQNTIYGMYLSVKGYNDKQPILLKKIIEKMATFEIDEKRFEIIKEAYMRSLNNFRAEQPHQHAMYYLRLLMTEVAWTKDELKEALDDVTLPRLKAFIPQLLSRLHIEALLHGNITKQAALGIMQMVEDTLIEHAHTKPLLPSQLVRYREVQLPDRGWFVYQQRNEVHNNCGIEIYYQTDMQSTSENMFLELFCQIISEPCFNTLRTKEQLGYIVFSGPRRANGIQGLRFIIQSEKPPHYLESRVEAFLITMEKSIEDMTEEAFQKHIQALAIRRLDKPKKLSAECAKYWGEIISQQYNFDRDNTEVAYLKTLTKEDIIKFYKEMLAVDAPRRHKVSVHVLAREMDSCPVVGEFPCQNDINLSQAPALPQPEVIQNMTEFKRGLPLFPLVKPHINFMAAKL
# Active calls of the source: *. Some of the compounds tested, so the mix of outcomes need not match the whole.
SMILES,IDE act
Oc1ccc2ccccc2c1CN1CC2CCC(CC2)C1,5
CCCCn1c(N)c(N(C(=O)CSc2nnnn2-c2ccccc2C)C2CCCC2)c(=O)[nH]c1=O,2
COc1ccc(C)cc1S(=O)(=O)NNc1nc(C)cc(C)n1,3
COc1ccc(NC(=O)CSCC(=O)Oc2c(OC)cccc2OC)cc1,-3
O=C1NN=C(c2ccccc2)C1Cc1ccccc1 (configuration not stated),3
C=CCOc1ccc(/C=N/n2nnnc2N)cc1OC,4
COCCCN(C(=O)CCOc1ccccc1C)c1c(N)n(Cc2ccccc2)c(=O)[nH]c1=O,5
Cc1cc(Br)ccc1NC(=O)CSCc1c(C)noc1C,2
COc1ccc(CCc2cc(OC)c(OC)c(OC)c2)cc1,6
COc1ccccc1C(=O)OCC(=O)Nc1cccc(S(=O)(=O)N2CCCC2)c1,6
COc1ccc(S(=O)(=O)N2CCCCCC2)cc1C(=O)N(C)CC(=O)Nc1c(Cl)cccc1Cl,2
CCCCn1c(N)c(N(Cc2ccccc2OC)C(=O)CSCC(=O)Nc2ccc(C)cc2)c(=O)[nH]c1=O,2
CCOC(=O)/C=C1/SCC(=O)N1CC(=O)c1ccc[nH]1,-3
O=S(=O)(c1ccc(Br)cc1F)N1CC[C@H](O)C1,-1
O=C(COC(=O)COc1ccccc1)NCCC1=CCCCC1,2
O=C(CCSc1ccccc1Cl)NNC(=O)c1ccncc1,2
COc1ccc(C2CC(c3cccs3)=NN2C(=O)CSc2nc(=O)n3ccc(C)cc3n2)cc1 (configuration not stated),0
O=C(c1cc(C2CC2)nn1-c1ccccc1)N1CCN(c2ccccc2O)CC1,4
O=C(COC(=O)/C=C/c1ccccc1)NC1CCCC1,-4
C=CC[C@@H](CC(=O)N(CCO)Cc1ccccc1)C(=O)N[C@H](COC(=O)[C@@H](CC=C)Cc1ccc(F)cc1)c1ccccc1,6
CN(c1ccc(OC(=O)c2ccc(-n3cncn3)c([N+](=O)[O-])c2)cc1)S(=O)(=O)c1ccccc1,-1
Cc1nc2[nH]c(=S)[nH]c(=O)c2nc1C,2
O=C(COC(=O)c1cccc(Br)c1)NC(=O)NC1CCCC1,6
CCCCN(C(=O)c1cc(-c2ccco2)nc2ccccc12)c1c(N)n(CCC)c(=O)[nH]c1=O,-6
CC1(C)Cc2cccc(OCC(=O)Nc3cc(S(C)(=O)=O)ccc3Cl)c2O1,5
CCOc1cc(C(=O)Nc2ccc(S(=O)(=O)NC3=NCCCCC3)cc2)cc(Br)c1OC,2
COc1ccc(C2C3=C(CC(C)(C)CC3=O)Oc3ncn4nc(-c5cccnc5)nc4c32)cc1 (configuration not stated),4
CCN(CC)c1ccc(C(=O)NNC(=O)CCNC(=O)c2ccccc2)cc1,5
Cc1ccc(C(=O)N2CCN(S(=O)(=O)c3ccccc3)CC2)s1,-2
CCc1ccccc1NC(=O)CN(C)C(=O)c1cc(C2CC2)nc2c1cnn2C(C)C,2
NS(=O)(=O)c1ccc(N2CCOCC2)c(C(=O)NCCCSc2ccccc2)c1,2
CN(CC(=O)Nc1cccc(F)c1)C(=O)CCc1nc2ccccc2c(=O)[nH]1,2
COc1cccc(NC(=O)COC(=O)c2ccc3ccccc3n2)c1,4
N#Cc1ccc(CSc2nnc(NC(=O)CCc3nc4ccccc4c(=O)[nH]3)s2)cc1,1
COc1cccc(OC)c1C(=O)Nc1cccc(S(=O)(=O)Nc2ccccc2Cl)c1,6
COc1ccc(S(=O)(=O)N2CCN(C(=O)c3cc(C)nc4ccccc34)CC2)cc1OC,7
COc1ccc(CN(C)C(=O)Cn2cnc(C(=O)Nc3ccc(C)c(C)c3)n2)cc1OC,5
CCc1cc(=O)[nH]c(SCC(=O)NCC2CCCO2)n1 (configuration not stated),0
Cc1ccc(C(=O)NC2CCCC(C)C2C)cc1S(=O)(=O)N1CCCCC1 (configuration not stated),5
O=C(CCNC(=O)c1ccc(Br)cc1)NNC(=O)C1COc2ccccc2O1 (configuration not stated),4
CCc1ccccc1NC(=O)CNC(=O)CNC(=O)c1cccs1,3
Cc1ccc(C(=O)N/C(=C/c2ccc(-c3ccc([N+](=O)[O-])cc3)o2)C(=O)NCCCN(C)C)cc1,1
Cc1cccc(NC(=O)C(=O)NCC2CCCN2S(=O)(=O)c2cccs2)c1C (configuration not stated),-4
O=C(NCc1ccc(OC(F)(F)F)cc1)c1cccc2c1C(=O)c1ccc(N3CCC(Cc4ccccc4)CC3)cc1S2(=O)=O,5
CC[C@]1(C(=O)OC)[C@H]2C(=O)N(Cc3ccccc3)C(=O)[C@H]2[C@H]2CN(C)C(=NCc3ccccc3)N21,-2
CCCc1cc(=O)oc2cc(OC(=O)CN3C(=O)NC4(CCCC4)C3=O)ccc12,2
CCN1C(C)=CC(=O)[C@@H](O)[C@H]1c1ccccc1Br,0
CC(=O)Nc1ccc(C(=O)COC(=O)CCc2ccccc2)c(F)c1,2
N#Cc1ccc(C#Cc2ccc3oc4ccccc4c(=O)c3c2)cc1,1
O=C1CC[C@H](O)CCN1[C@H](CSc1ccc(Br)cc1)Cc1ccccc1,-5
CC(C)Cn1c(N)c(C(=O)CSc2nnc(C3CC3)n2C2CC2)c(=O)n(C)c1=O,3
CN1CCN(C(=O)OCCOCCOC(=O)N2CCN(C)CC2)CC1,2
Cc1ccc(S(=O)(=O)N2[C@@H](c3ccccc3)C(C(=O)O)=CC[C@H]2c2ccc3c(c2)OCO3)cc1,-3
COc1ccc(CN(C)C(=O)C2CCN(C(=O)Nc3ccccc3)CC2)cc1,7
O=C1OC(CN2CCOCC2)CN1N=Cc1ccc([N+](=O)[O-])o1 (configuration not stated),5
O=C(O)CC(CC(=O)O)c1ccsc1,7
COc1cccc(NC(=O)CN(C)C(=O)c2ccc(NC(=O)CC3SC(N4CCCC4)=NC3=O)cc2)c1 (configuration not stated),5
Cc1ccc(NC(=O)CSCC(=O)Nc2cccc(S(=O)(=O)N3CCCCCC3)c2)cc1,0
Cc1ccc(C(CNS(=O)(=O)c2ccc(F)cc2C)N2CCN(C)CC2)cc1 (configuration not stated),2
C[C@@H]1C(=O)O[C@H](C)[C@H]1C[C@@H](O)[C@](C)(O)C1CC[C@@]2(O)C3=CC(=O)[C@@H]4C[C@@H](O)[C@@H](O)C[C@]4(C)C3CC[C@]12C (some centres not stated),2

# Next part:
SMILES,IDE act
Cc1c(C(=O)Nc2ccccn2)oc2c(Cl)cccc12,-1
O=c1cc(-c2ccccc2)nc(Sc2ccc([N+](=O)[O-])cc2[N+](=O)[O-])[nH]1,6
Oc1ccc(C[C@@H]2CNCCN2CCCCC2CCCCC2)cc1,2
CCN(C(=O)COC(=O)/C=C/c1cccc(Cl)c1)c1c(N)n(Cc2ccccc2)c(=O)[nH]c1=O,-1
COc1ccc(NC(=O)c2c(F)cccc2Cl)cc1S(=O)(=O)N1CCOCC1,0
CCOc1ncnc2c1sc1nc3c(cc12)COC(C)(C)C3,-2
Cc1ccc2nc(SCC(=O)NCc3ccc(F)cc3)nc(=O)n2c1,3
O=C(/C=C/c1cccc(F)c1)Nc1ccc(S(=O)(=O)N2CCOCC2)cc1,-9
CCN(CC)CCCC(C)Nc1nccc2cccc(Cl)c12 (configuration not stated),-3
Cc1ccc(OCCC(=O)Nc2ccccc2C(=O)N2CCCCC2)cc1,4
COc1ccc(C(=O)Oc2ccc(-c3nnco3)cc2)cc1S(=O)(=O)N1CCOCC1,0
Cc1noc(C)c1C(=O)Nc1ccc(S(=O)(=O)N2CCC(C)CC2)cc1,4
CCOC(=O)C1=C(COC(=O)COc2cc(C)ccc2C)NC(=O)NC1C (configuration not stated),-3
CCN1CCN(C(=O)C(C)Sc2nc3nc(C)cc(C)n3n2)CC1 (configuration not stated),5
CCN(C(=O)Cn1cnc2ccccc2c1=O)C1CCS(=O)(=O)C1 (configuration not stated),3
Cc1ccc(SCC(=O)OCC(=O)NCCNC(=O)COC(=O)CSc2ccc(C)c(C)c2)cc1C,12
Cc1cccc(C(C)C)c1NC(=O)COC(=O)CNS(=O)(=O)c1ccccc1,3
COc1ccc(C[C@H](N)C(=O)N[C@H]2[C@@H](O)[C@H](n3cnc4c(N(C)C)ncnc43)O[C@@H]2CO)cc1,5
CCCCc1nnc(NC(=O)c2oc3ccc(OC)cc3c2C)s1,2
CC(=O)N/C(=C/c1cccnc1)C(=O)Nc1ccc(Cl)cc1,4
CN(CC(=O)Nc1cccc(F)c1)C(=O)CCSc1ccc(F)cc1,1
COc1ccc(Cl)cc1NC(=O)CN(C)C(=O)c1n[nH]c2ccccc12,1
CCN(CC)C(=O)c1[nH]cnc1C(=O)Nc1ccon1,3
Cc1ccc(S(=O)(=O)N2C[C@@H]3[C@H]4CC[C@H](C4)[C@@H]3[C@@H](C)[C@@H]2C2CCCCC2=O)cc1 (some centres not stated),5
CCCN(C(=O)c1cc(CC)c(C)s1)c1c(N)n(Cc2ccccc2)c(=O)[nH]c1=O,5
COc1ccccc1/C(C)=N/Oc1cc(N)cc([N+](=O)[O-])c1,-2
Cc1cc(C(=O)COC(=O)c2n[nH]c(=O)c3ccccc23)c(C)n1C,4
Cc1ccc(S(=O)(=O)N2[C@@H](c3ccc(Cl)cc3)C(C(=O)O)=C[C@H]2CC2CCCC2)cc1,4
O=C(NCCc1ccccc1)c1nccc2ccccc12,2
CCOC(=O)Cc1csc(SCC(=O)Nc2oc(C)c3c(C)n[nH]c(=O)c23)n1,2
Cc1ccc(Cn2nc(C)c(C(=O)N3CCN(S(=O)(=O)/C=C/c4ccccc4)CC3)c2C)cc1,33*
O=C(CNC(=O)c1ccc(F)cc1)NCc1ccccn1,1
C/C(=C\COc1ccc2ccc(=O)oc2c1)CC[C@@H](O)C(C)(C)O,7
CCN1CCN(C(=O)CN2C(=O)c3ccccc3S2(=O)=O)CC1,1
O=C(CCNS(=O)(=O)c1ccc(Br)cc1)NNC(=O)C1COc2ccccc2O1 (configuration not stated),3
O=C1OCCN1C(=O)[C@H]1[C@H](c2ccc(Cl)cc2)C(c2cccc(Cl)c2)=NN1c1ccc(Br)cc1,7
C[C@H](CO)N1C[C@H](C)[C@@H](CN(C)C(=O)Nc2ccccc2)Oc2c(NC(=O)Nc3ccc(C(F)(F)F)cc3)cccc2C1=O,-5
CC(NC(=O)COC(=O)C1CCN(c2ccc(C(F)(F)F)cn2)CC1)c1ccc(F)cc1 (configuration not stated),-21
O=[N+]([O-])c1ccc(NC(c2ccccc2)c2ccc3cccnc3c2O)cc1 (configuration not stated),-7
COc1cccc(C(=O)Nc2cc(C(=O)NCc3ccc(C)cc3)ccc2N2CCC3(CC2)CC(c2cccc(Br)c2)=NO3)c1,-4
CC[C@]12c3[nH]c4cc(CCC(=O)N(C)C)ccc4c3CCN1C(=O)[C@@H](CC(=O)NCCc1ccccn1)C[C@@H]2C(=O)N1CCN(C(=O)C2CC2)CC1,0
CCN(CC)S(=O)(=O)c1ccc(N2CCCCC2)c(NC(=O)C2CCN(C(=O)c3ccc(F)cc3)CC2)c1,2
Cc1ccc(S(=O)(=O)CCC(=O)OCC(=O)N2c3ccccc3NC(=O)C2(C)C)cc1,0
O=C1CC(c2ccccc2)Oc2ccccc21 (configuration not stated),6
Cc1nnc(NC(=O)c2cc(S(=O)(=O)N(C)C)ccc2N2CCCC2)s1,5
C[C@H](NC(=O)c1[nH]cnc1C(=O)Nc1ccon1)c1ccccc1,6
Cc1ccc(C(=O)NCC2CCCN2S(=O)(=O)c2ccc(C)cc2)cc1 (configuration not stated),0
CN(C(=O)c1cccc(NC(=O)Cc2ccc(NC(=O)C3CCCN(C(=O)C4CCCC4)C3)cc2)c1)C1CC1 (configuration not stated),2
O=C(NCc1cccc(C(F)(F)F)c1)c1cccc2c1C(=O)c1ccc(N3CCC(Cc4ccccc4)CC3)cc1S2(=O)=O,-1
O=C(NC1CC1)c1cccc(NC(=O)C2CCCC2)c1,-2
Cc1cc(C(=O)NNC(=O)c2ccc(Cl)cc2)c2ccccc2n1,3
COc1ccccc1C(CNC(=O)COc1ccccc1C)N1CCCC1 (configuration not stated),6
